Source: PubChem BioAssay (several laboratories)
UGM FP inh: M. tuberculosis UGM enzyme inhibitors, primary screen, biochemical, fluorescence polarization, single point. AID 504406, 2011. 0.06% of 320,000 active. inhibition, % at 10 µM. purified UGM, fluorescence polarization probe displacement; in the data active = inhibition above about 10%, passing the limit was not always enough
Target sequence (P9WIQ1 whole entry, looked up): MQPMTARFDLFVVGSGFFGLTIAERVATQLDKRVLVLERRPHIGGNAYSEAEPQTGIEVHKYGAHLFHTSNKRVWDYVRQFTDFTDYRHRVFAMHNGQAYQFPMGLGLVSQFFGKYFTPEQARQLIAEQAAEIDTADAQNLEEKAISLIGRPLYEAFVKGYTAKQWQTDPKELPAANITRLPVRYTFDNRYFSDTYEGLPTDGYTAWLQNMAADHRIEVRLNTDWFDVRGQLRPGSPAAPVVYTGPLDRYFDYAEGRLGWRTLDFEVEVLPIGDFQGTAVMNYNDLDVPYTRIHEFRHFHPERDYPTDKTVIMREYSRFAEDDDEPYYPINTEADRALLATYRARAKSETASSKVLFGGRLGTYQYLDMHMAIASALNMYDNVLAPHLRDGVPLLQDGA
MazF activator: activators of E. coli MazEF toxin-antitoxin RNase, primary screen, biochemical, fluorescence, uHTS | 0.32% of 350,000 active | AID 504720, 2011 | FAM/BHQ RNA-DNA oligo cleavage fluorescence, 5 h | activation, % at 20 µM; in the data active = activation above about 50%
SARS 3CLpro inh: SARS-CoV 3CLpro protease inhibitors, primary screen, biochemical, quenched FRET | recombinant SARS-CoV 3CLpro, quenched FRET peptide cleavage | inhibition, % at 6 µM | 0.14% of 290,000 active | Replicase polyprotein 1ab (Severe acute respiratory syndrome coronavirus), P0C6X7 | AID 1706, 2009; in the data active = inhibition above about 12%
Mtb BioA inh: M. tuberculosis BioA enzyme inhibitors, primary screen, biochemical, plate reader, single point, HTS; 7,8-diaminopelargonic acid synthase BioA (Mycobacterium tuberculosis); purified M. tuberculosis BioA enzyme; inhibition, % at 9.99 µM; 0.096% of 360,000 active; AID 602481, 2012; in the data active = inhibition above about 40%
BH1578 lux ind: inducers of Vibrio cholerae quorum light production without autoinducers, primary screen, BH1578 luxS cqsA deficient, single point; AID 588436, 2011; activation, % at 18.7 µM; V. cholerae BH1578 lux reporter, luminescence, 6 h; 0.16% of 350,000 active; in the data active = activation mostly above about 9.7%, no sharp cut-off; note: not every result past the cut was called active; inactives centre near 0; reference of the scale not given here
Rv3671c inh: Rv3671c serine protease inhibitors, primary screen, biochemical, fluorescence polarization, M. tuberculosis H37Rv | inhibition, % at 5.96 µM | 0.048% of 320,000 active | P9WHR9 | AID 2606, 2010; in the data active = inhibition above about 38%;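 note: extracellular domain of Rv3671c used as enzyme; 0% = enzyme with DMSO and 100% = no enzyme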
Target sequence (P9WHR9 whole entry, looked up, the tested form may be a part): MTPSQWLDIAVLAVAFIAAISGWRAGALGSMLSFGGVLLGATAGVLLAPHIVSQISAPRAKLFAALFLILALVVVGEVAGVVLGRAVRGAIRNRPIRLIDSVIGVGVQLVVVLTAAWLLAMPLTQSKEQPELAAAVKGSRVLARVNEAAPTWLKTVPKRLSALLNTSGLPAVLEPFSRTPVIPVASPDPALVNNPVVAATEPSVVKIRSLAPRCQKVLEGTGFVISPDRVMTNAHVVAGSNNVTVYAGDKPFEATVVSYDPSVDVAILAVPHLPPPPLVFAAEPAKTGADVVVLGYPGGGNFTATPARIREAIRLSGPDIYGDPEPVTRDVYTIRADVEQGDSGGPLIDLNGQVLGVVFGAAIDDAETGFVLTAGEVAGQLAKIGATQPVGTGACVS
GDH-TPI inh: GDH-TPI coupling enzyme inhibitors, primary screen, artefact control for M. tuberculosis FBA inhibitor project, biochemical, absorbance, full deck; GDH-TPI coupled enzyme counterscreen, NADH absorbance; 1.2% of 360,000 active; inhibition, % at 4.8 µM; in the data active = inhibition above about 30%;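 note: 0% = DMSO wells and 100% = wells lacking the enzyme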
FBA Mtb inh: Mtb FBA enzyme inhibitors, primary screen, biochemical, fluorescence, strain H37Rv; Fructose-bisphosphate aldolase (Mycobacterium tuberculosis (strain ATCC 25618 / H37Rv)), …; purified M. tuberculosis FBA, fluorescence read-out; inhibition, % at 1 µM; 2.3% of 360,000 active; AID 588726, 2011; in the data active = inhibition above about 27%;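 note: 0% = vehicle and 100% = reference inhibitor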
VHR inh abs: VHR1 phosphatase inhibitors, primary screen, biochemical, absorbance, uHTS; Dual specificity protein phosphatase 3 (Homo sapiens), P51452; inhibition, % at 13.3 µM; recombinant VHR phosphatase, pNPP absorbance; 0.52% of 290,000 active; in the data active = inhibition above about 50%; note: some compounds called inactive have numbers as strong as hits
Target sequence (P51452 whole entry, looked up): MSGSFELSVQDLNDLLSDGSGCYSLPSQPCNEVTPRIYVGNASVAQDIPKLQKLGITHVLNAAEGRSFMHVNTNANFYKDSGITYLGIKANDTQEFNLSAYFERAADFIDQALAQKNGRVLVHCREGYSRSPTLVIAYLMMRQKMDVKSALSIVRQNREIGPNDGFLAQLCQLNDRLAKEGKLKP
SSB-PriA inh: inhibitors of Klebsiella pneumoniae PriA binding to SSB C-terminal tail, primary screen, biochemical, AlphaScreen | PriA–SSB C-terminal tail interaction (Klebsiella pneumoniae) | AlphaScreen SSBct-PriA binding, biotinylated peptide | inhibition, % at 33 µM | 0.6% of 430,000 active; in the data active = inhibition mostly above about 37%, no sharp cut-off; inactive = mostly below about 20%;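 note: plate controls were negative control peptide for no effect and reference peptide for full effect; strong numbers were not always called active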
The depositor's hits bear a star; i = inactive; . = not tested or not shown; & = joins results of further samples. These rows are one share of the data (hit frequency here may not be typical).

SMILES | UGM FP inh | MazF activator | SARS 3CLpro inh | Mtb BioA inh | BH1578 lux ind | Rv3671c inh | GDH-TPI inh | FBA Mtb inh | VHR inh abs | SSB-PriA inh
O=C(O)c1cccc2c1C(=O)c1ccc(N3CCCC3)cc1S2(=O)=O | 1.0 | -240 | . | -7.6 | i | 2 | 13 | -19 | . | -1
CCOC(=O)c1c(CSc2ccc(CC)cc2)oc2ccc(O)c(CN(C)C)c12 | 7.2 | 22 | -4 | 7.3 | 0.4 | -32 | 9 | 1 | 17 | 12
O=C(COC(=O)Cc1cccc(C(F)(F)F)c1)NC1CCS(=O)(=O)C1 (centres undefined) | -1.9 | 5 | . | . | 5.6 | -9 | -1 | 18 | . | -4
COc1cccc(Nc2cc(C)nc3ccccc23)c1 | -1.1 | -12 | -5 | 5.7 | 3.1 | 3 | 21 | 0 | -18 | 7
O=C(NCCN1CCOCC1)c1ccc([N+](=O)[O-])cc1[N+](=O)[O-] | -0.4 | 10 | -1 | -0.5 | i | 8 | -2 | 0 | 8 | -10
Cc1ccc(Cl)cc1N1CCN(C(=O)c2cc3c(=O)n(C)c4ccccc4c3n2C)CC1 | -0.2 | -60 | 1 | -0.5 | 0.9 | -5 | -5 | 0 | 4 | -6
CC(=O)Oc1ccc(-c2ccc(C(=O)O)cc2)cc1 | -1.2 | 9 | 0 | -0.3 | 25* | 2 | -9 | 5 | 13 | 7
COc1ccc(Cl)cc1NC(=O)C(OC)c1ccccc1 (centres undefined) | 0.5 | -2 | 1 | 0.0 | -0.2 | -8 | 12 | 0 | 17 | -7
Cc1cc(NC(=O)Nc2cccc(Cl)c2)n(-c2ccccn2)n1 | -1.1 | 10 | 3 | . | -0.3 | -156 | -4 | 3 | 17 | -9
COCCCNCCOc1cc(C(C)C)ccc1C | 0.1 | 0 | 0 | . | i | 3 | 9 | -7 | 13 | -14
CC(Oc1ccc(Br)cc1Br)C(=O)Nc1cccnc1Cl (centres undefined) | 0.9 | -9 | 2 | -0.6 | -0.2 | . | 4 | 1 | -2 | -10
COc1cc(-c2cc(C(=O)Nc3ccc(C)c(S(=O)(=O)N4CCOCC4)c3)c3ccccc3n2)cc(OC)c1OC | 0.7 | -9 | . | -1.8 | i | -62 | 20 | 7 | . | -8
O=C(Oc1ccc(N(C(=O)c2ccncc2)S(=O)(=O)c2cccs2)cc1)c1ccncc1 | -0.2 | 0 | 1 | . | i | 4 | -3 | -4 | 8 | -3
COC(=O)CCCCCNc1ccc(C(=O)OC)cc1N | 5.4 | 9 | -1 | 28 | -0.7 | -2 | 3 | -3 | 23 | 22
CC1CCc2sc(C(=O)OCC(=O)NC(C)C)cc2C1 (centres undefined) | 2.1 | -9 | 3 | -1.3 | -0.1 | 10 | 1 | 6 | 4 | 1
CCOc1ccc(-c2cc(N3C(=O)Nc4ccccc4N3O)on2)cc1 | -0.9 | 1 | 1 | 0.4 | 3.8 | 3 | -5 | -4 | 19 | 0
COc1ccc(NC(=O)c2ccccc2NC(=O)C2CCCCC2C(=O)O)cc1 (centres undefined) | . | -3 | . | 0.3 | -0.6 | . | 1 | -2 | . | -7
CCOc1ccc(C2C(C#N)=C(N)Oc3cc(C)n(Cc4ccco4)c(=O)c32)cc1OC (centres undefined) | 1.9 | -2 | 0 | -0.3 | . | -6 | 13 | -2 | 7 | -1
O=C(C1CCN(Cc2ccc(Cl)cc2)CC1)N1CCN(Cc2ccc3c(c2)OCO3)CC1 | -5.2 | -1 | 0 | 0.7 | 0.0 | 4 | 3 | 1 | -14 | 3
O=C(/C=C/c1cccc([N+](=O)[O-])c1)n1cnc2ccccc21 | . | -6 | 5 | . | i | . | 0 | -1 | 14 | -7&-22
O=C(O)CCC(=O)Nc1sc2c(c1C(=O)NC1CCCC1)CCCC2 | 3.1 | 1 | 0 | 0.6 | 0.7 | 3 | 0 | 1 | 0 | 6
CC(C)(C)NC(=O)c1ccc2c(c1)C(=O)N(Cc1ccco1)C2=O | 0.0 | 1 | -2 | -1.0 | i | -5 | 1 | 1 | -12 | 0
COc1ccc(/C=N/Nc2nc(NCc3ccco3)nc(Nc3ccc(OC)cc3)n2)cc1 | -0.8 | 2 | 2 | -2.1 | -0.3 | -10 | 14 | 2 | 4 | .
N=NC(=O)c1ccccc1Nc1c(O)[nH]c2ccccc12 | . | 12 | . | 0.0 | -1.3 | . | 27 | -4 | . | -4
COc1cc(C2NC(=O)NC(C)=C2C(=O)OC(C)(C)C)ccc1OCC(N)=O (centres undefined) | 1.1 | -2 | 3 | 1.7 | i | 12 | -2 | 1 | 1 | -3

Next section.
SMILES | UGM FP inh | MazF activator | SARS 3CLpro inh | Mtb BioA inh | BH1578 lux ind | Rv3671c inh | GDH-TPI inh | FBA Mtb inh | VHR inh abs | SSB-PriA inh
COc1ccc(/C=C/C(=O)c2cc(Cl)cc(Cl)c2O)c(OC)c1 | 1.4 | 1 | 4 | -0.3 | i | 2 | 4 | 2 | 8 | -6
CCC(=O)Nc1nc(N)n(-c2ccccc2)n1 | 0.7 | 4 | 3 | -0.7 | 1.6 | -2 | 13 | -2 | 9 | -5
O=C(NCCc1ccccc1)C1CC(=O)N(C2CCCC2)C1 (centres undefined) | 0.8 | 5 | -6 | 1.8 | i | 0 | 5 | -1 | 20 | -16
COc1ccc(N(CC(=O)Nc2ccc(F)c(F)c2)S(=O)(=O)c2c(C)[nH]c(=O)[nH]c2=O)cc1 | 4.0 | 0 | 8 | -0.6 | -0.9 | -4 | 3 | 1 | -20 | 13
COc1ccc(C(=O)NNC(=O)c2cnccn2)cc1[N+](=O)[O-] | -3.3 | -3 | 3 | 0.8 | 1.8 | -6 | 28 | -6 | 24 | -2
CN(CC(=O)Nc1ccccc1C(F)(F)F)C(=O)CSc1nnc(N)s1 | 3.9 | 2 | . | 1.0 | i | -4 | 6 | 1 | . | 8
O=S(=O)(Cc1ccccc1)N1CCCc2ccccc21 | -2.7 | 0 | 5 | . | -0.6 | -13 | 6 | -3 | 18 | 2
COc1ccccc1N=Nc1[nH]c2ccc(C)cc2c1O | -1.1 | 3 | 5 | . | -0.2 | 1 | 6 | -6 | -13 | 8
O=C(O)CCc1nn2c3ccccc3n(Cc3ccccc3)c2nc1=O | -2.2 | 0 | -3 | . | i | 5 | 4 | 36* | 26 | 2
c1nnc(NC2=NCCCCC2)s1 | 3.7 | 5 | -5 | -0.1 | 1.0 | -1 | 2 | 0 | 3 | -4
COc1cccc(CNc2ccc3c(c2)CCC3)c1 | -2.5 | 19 | 0 | -1.7 | i | -1 | 2 | -1 | 12 | 15
CCN(C(=O)CN1CCCC(C)C1)c1c(N)n(Cc2ccccc2)c(=O)[nH]c1=O (centres undefined) | 0.0 | 4 | . | -0.3 | i | 1 | 3 | 2 | . | 3
CN(CCc1ccccc1)C1CCCN(S(=O)(=O)c2cccc(F)c2)C1 (centres undefined) | -0.1 | -1 | -5 | 10 | -0.4 | -5 | -13 | 2 | 6 | 5
COc1ccc(CNC(=O)CN2CCN(c3ccc(F)cc3)CC2)cc1 | -4.3 | 3 | -2 | -1.3 | i | -5 | -5 | 2 | 2 | -2
Cn1nc(CC#N)c2c(=N)n(N)cnc21 | . | 11 | . | -1.3 | -7.1 | . | -2 | 1 | . | -10
COc1ccc(C(CNC(=O)C(CCSC)NC(=O)c2ccccc2Cl)N2CCOCC2)cc1 (centres undefined) | -2.4 | -4 | . | -0.1 | i | 0 | 7 | 5 | . | -5
COc1ccc2oc(-c3ccco3)cc(=O)c2c1 | -0.5 | 6 | 2 | -3.8 | i | 9 | 54* | 116* | 9 | -4
Cc1cc(C)c2cc3c(ccn3C3OC[C@H](O)[C@H](O)[C@H]3O)cc2n1 (some centres undefined) | 1.5 | 11 | 2 | 0.4 | -4.2 | 7 | 15 | 4 | -12 | -1
CC(=O)NS(=O)(=O)c1cccnc1Nc1cccc(Cl)c1C | -2.7 | 6 | 3 | 4.9 | 1.0 | -4 | -3 | 5 | -20 | -14
O=C(CSc1nnc(C2CC2)n1-c1ccccc1)Nc1ccc(N2CCOCC2)cc1 | -1.6 | -3 | -7 | -3.3 | i | -1 | 4 | 2 | -2 | -7
Nc1ccc(O)cc1C(=O)OCC(=O)C12CC3CC(CC(C3)C1)C2 | 0.1 | -14 | 11 | 0.1 | -0.7 | 1 | 13 | 24 | 6 | 18
COC(=O)c1ccc(/C=N/NC(=O)CC(=O)NCC(C)C)cc1 | -0.5 | 12 | -2 | . | 3.4 | 5 | -7 | 0 | -9 | .
CCN1CCCC1CNC(=O)c1ccccc1Cl (centres undefined) | 0.0 | -6 | 0 | 1.2 | -0.7 | -4 | 4 | 1 | 31 | -8
CCOC(=O)c1cnc(SCC(=O)c2ccc3c(c2)OCCO3)nc1N | 5.8 | -2 | 3 | 2.5 | -1.8 | -16 | 5 | -1 | 8 | -10
Cc1c(NC(=O)/C(=C/c2cccs2)NC(=O)c2ccccc2)c(=O)n(-c2ccccc2)n1C | 2.4 | -1 | -4 | . | -0.5 | -3 | 12 | -2 | 6 | -3
CCN(CC)C(=O)[C@H]1CC(CC(=O)NCCC2=CCCCC2)C(=O)N2CCc3c([nH]c4ccc(OC)cc34)[C@]12C (some centres undefined) | . | 26 | . | 1.0 | i | . | 8 | 2 | . | 12
Cc1ccc2oc(=O)cc(CN3CCN(C/C=C/c4ccccc4)CC3)c2c1 | -0.7 | 5 | -1 | -1.4 | -0.8 | -3 | 17 | 3 | 29 | -14
COc1nc(NC2OC(CO)C(O)C(O)C2O)c(N)c(=O)[nH]1 (centres undefined) | . | -42 | . | . | . | . | 0 | 4 | . | -6

A different layout for some results above.
compound,UGM FP inh,MazF activator,SARS 3CLpro inh,Mtb BioA inh,BH1578 lux ind,Rv3671c inh,GDH-TPI inh,FBA Mtb inh,VHR inh abs,SSB-PriA inh
O=C(CSc1nnc(C2CC2)n1-c1ccccc1)Nc1ccc(N2CCOCC2)cc1,-1.6,-3,-7,-3.3,i,-1,4,2,-2,-7
Nc1ccc(O)cc1C(=O)OCC(=O)C12CC3CC(CC(C3)C1)C2,0.1,-14,11,0.1,-0.7,1,13,24,6,18
COC(=O)c1ccc(/C=N/NC(=O)CC(=O)NCC(C)C)cc1,-0.5,12,-2,.,3.4,5,-7,0,-9,.
CCN1CCCC1CNC(=O)c1ccccc1Cl (centres undefined),0.0,-6,0,1.2,-0.7,-4,4,1,31,-8
CCOC(=O)c1cnc(SCC(=O)c2ccc3c(c2)OCCO3)nc1N,5.8,-2,3,2.5,-1.8,-16,5,-1,8,-10
Cc1c(NC(=O)/C(=C/c2cccs2)NC(=O)c2ccccc2)c(=O)n(-c2ccccc2)n1C,2.4,-1,-4,.,-0.5,-3,12,-2,6,-3
CCN(CC)C(=O)[C@H]1CC(CC(=O)NCCC2=CCCCC2)C(=O)N2CCc3c([nH]c4ccc(OC)cc34)[C@]12C (some centres undefined),.,26,.,1.0,i,.,8,2,.,12
Cc1ccc2oc(=O)cc(CN3CCN(C/C=C/c4ccccc4)CC3)c2c1,-0.7,5,-1,-1.4,-0.8,-3,17,3,29,-14
COc1nc(NC2OC(CO)C(O)C(O)C2O)c(N)c(=O)[nH]1 (centres undefined),.,-42,.,.,.,.,0,4,.,-6
